PTAP-TSG101 blk: qHTS Validation Assay for Inhibitors of HIV-1 Budding by Blocking the Interaction of PTAP/TSG101: Sytravon Library Screen; Tumor susceptibility gene 101 protein (Homo sapiens), Q99816; Fluorescence polarization, FITC-PTAP peptide/Tsg101, 20 min; Potency, µM (doses to about 115 µM), for inactives: top-dose activity change, negative = inhibition, hits mostly inhibitors; 44,000 tested, under 10 active; further: potency means the concentration at half of the fitted maximal effect; 0% is about no effect
Target sequence (Q99816 whole entry, looked up): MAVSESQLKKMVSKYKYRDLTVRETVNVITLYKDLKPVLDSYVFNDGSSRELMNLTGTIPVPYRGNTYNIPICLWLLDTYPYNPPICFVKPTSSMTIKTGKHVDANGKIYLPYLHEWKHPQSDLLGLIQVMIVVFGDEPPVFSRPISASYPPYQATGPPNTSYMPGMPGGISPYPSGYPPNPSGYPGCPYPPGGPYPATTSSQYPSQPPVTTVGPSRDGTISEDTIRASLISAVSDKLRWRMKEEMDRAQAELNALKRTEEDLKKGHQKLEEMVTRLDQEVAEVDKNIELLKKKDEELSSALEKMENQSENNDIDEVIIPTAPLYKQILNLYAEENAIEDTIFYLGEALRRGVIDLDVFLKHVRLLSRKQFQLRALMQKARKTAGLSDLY
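Compounds pinned into 10 uM Tsg101 binding domain, then 50 nM FITC-PTAP peptide added in pH 7.5 HEPES buffer; FP read after 20 min, room temperature. Total S+P intensity flags fluorescent compounds; active cut-off <25 µM, efficacy <60%.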
B2AR arrestin ag: qHTS assay of beta-arrestin-biased ligands of beta2-adrenergic receptor: NCGC Sytravon Library Screen; AID 1347077, 2019; Beta-2 adrenergic receptor (Homo sapiens), P07550; 44,000 tested, under 10 active; Potency, µM (series often up to 46.1 µM), without a hit: at the highest dose activation, actives largely listed as activators; HTLA Tango cells, beta-arrestin recruitment, luciferase luminescence, 18 h;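 further: potency means the concentration at half of the fitted maximal effect; 0% = DMSO and full agonism = EC100 isoproterenol or metaproterenol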
Target sequence (P07550 whole entry, looked up): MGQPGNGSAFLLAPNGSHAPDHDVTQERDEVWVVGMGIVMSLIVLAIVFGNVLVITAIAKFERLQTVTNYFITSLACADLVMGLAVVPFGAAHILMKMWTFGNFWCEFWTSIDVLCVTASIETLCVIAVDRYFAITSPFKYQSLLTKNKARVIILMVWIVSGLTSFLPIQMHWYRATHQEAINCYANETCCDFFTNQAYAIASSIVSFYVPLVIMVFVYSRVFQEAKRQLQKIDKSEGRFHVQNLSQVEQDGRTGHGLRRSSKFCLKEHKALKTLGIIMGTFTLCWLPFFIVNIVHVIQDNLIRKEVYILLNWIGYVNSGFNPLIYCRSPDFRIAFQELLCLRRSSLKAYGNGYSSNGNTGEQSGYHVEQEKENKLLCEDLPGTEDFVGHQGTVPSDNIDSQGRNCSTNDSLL
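Tango cells (recombinant beta2-AR, beta-arrestin, tTA-driven luciferase), 1500/well in DMEM 1% FBS, treated 18 h at 37 °C with compounds up to 46 µM; luciferin mix added, luminescence read after 15 min; %activity curves fitted and curve-classed.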
NTMT1 inh: Primary qHTS for Inhibitors of N-terminal methyltransferase 1 (NTMT1): MTaseGlo Assay; hit rate 2.5% among 59,000; Potency, µM (doses to about 114 µM), without a hit: at the highest dose activity change, negative = inhibition, actives largely listed as inhibitors; N-terminal Xaa-Pro-Lys N-methyltransferase 1 (Homo sapiens), Q9BV86; NTMT1 MTase-Glo SAH luminescence, purified enzyme; AID 1645870, 2021;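 further: potency means the concentration at half of the fitted maximal effect; plate controls were DMSO vehicle for no effect and no enzyme for full effect; nearly all actives have a fitted effect of over 65% in size; many of its hits are not listed in these tables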
Target sequence (Q9BV86 whole entry, looked up): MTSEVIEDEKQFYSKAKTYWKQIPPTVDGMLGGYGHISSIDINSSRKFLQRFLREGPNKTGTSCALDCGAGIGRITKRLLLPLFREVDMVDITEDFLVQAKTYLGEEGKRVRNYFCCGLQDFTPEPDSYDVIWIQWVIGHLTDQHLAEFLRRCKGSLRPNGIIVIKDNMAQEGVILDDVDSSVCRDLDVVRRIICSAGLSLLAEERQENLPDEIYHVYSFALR
GALK inhibitor: qHTS Assay for Inhibitors of Human Galactokinase (GALK): NCGC Sytravon Library Screen. P51570. recombinant GALK, Kinase-Glo ATP luminescence, 1 h. Potency, µM (titrated, usually from 57.5 µM), for inactives: top-dose activity, negative = inhibition, hits mostly inhibitors. 44,000 tested, under 10 active;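 further: plate controls were full GALK reaction for no effect and reaction lacking GALK for full effect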
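Luminescent ATP-depletion readout (Kinase-Glo Plus) after 1 h room-temperature incubation of human GALK (5 nM) with galactose 100 µM and ATP 35 µM, pH 8.0 HEPES/Mg2+ buffer; compounds tested in qHTS format.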
p53null 32C kill: qHTS Screen for Compounds that Selectively Target Cancer Cells with p53 Mutations: Cytotoxicity of p53 Null Cells at the Permissive Temperature | H1299-neo p53 null cells, ATP luminescence, 24 h, 32C | Potency, µM (doses to about 46.1 µM), without a hit: at the top dose activity change, negative = cytotoxicity, actives largely listed as cytotoxic | hit rate 0.62% among 55,000 | AID 903, 2007;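 further: potency means the concentration at half of the fitted maximal effect; 0% = DMSO only and -100% = full killing by 100 µM tamoxifen; nearly all actives have a fitted effect of over 55% in size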
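Cytotoxicity: H1299-neo (no p53), 32C, 24 h treatment. Concentrations up to 46 uM. Readout cellular ATP, luminescence. Normalization to DMSO basal and tamoxifen 100 uM maximal kill.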
FH mod: Identification of activators of human fumarate hydratase by quantitative high-throughput screening | Fumarate hydratase, mitochondrial (Homo sapiens), P07954 | hit rate 0.22% among 54,000 | AID 1347055, 2019 | FH coupled MDH/diaphorase resazurin fluorescence, 15 min | Potency, µM (highest dose often 79.9 µM), for inactives: at the top dose activity change, negative = inhibition, actives largely listed as inhibitors; further: potency means the concentration at half of the fitted maximal effect; on the % scale 0 is the no-effect control and ±100 the full control effect; the screen sought activators but most active calls are inhibition curves; nearly all actives have a fitted effect of over 45% in size
p53null 39C tox: qHTS Screen for Compounds that Selectively Target Cancer Cells with p53 Mutations: Cytotoxicity of p53 Null Cells at the Nonpermissive Temperature; H1299 p53-null (neo) cells, 39C, ATPlite viability, 24 h; Potency, µM (top dose mostly 46.1 µM), without a hit: at the top dose activity, negative = cell killing, actives largely listed as cytotoxic; hit rate 0.97% among 55,000; AID 904, 2007;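 further: potency means the concentration at half of the fitted maximal effect; 0% = DMSO only and -100% = full killing by 100 µM tamoxifen; nearly all actives have a fitted effect of over 50% in size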
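Temperature-shift cytotoxicity format: compound titrations on p53-null or A138V-expressing H1299 cells held 24 hr at 39C, cell ATP then measured, AC50 from Hill model.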
* = called active by the depositor; ? = inconclusive; . = no result given; [ ] = dose if it differs, or a comment. The call rests on the fitted dose curve; in most records, active means well fitted curve in the direction sought with a large enough effect; inconclusive means small, poorly fitted or top-dose-only effect, or another doubt; inactive means no such curve, though single readings can be large; an effect the other way counts as inactive or inconclusive. These rows are one share of the data. The share of hits here may be higher or lower than overall.

SMILES	PTAP-TSG101 blk	B2AR arrestin ag	NTMT1 inh	GALK inhibitor	p53null 32C kill	FH mod	p53null 39C tox
COc1cc2nc(SCc3cccc(Cl)c3)n3nc(CCn4nc(C)cc4C)nc3c2cc1OC	-1%	0%	0%	7%	4%	-9%	-1%
O=C(Nc1ccccc1C(F)(F)F)N1Cc2ccccc2Oc2ncccc21	-3%	0%	3%	-3%	-4%	-10%	-15%
COc1ccccc1NC(=O)Cn1c(=O)n(Cc2ccco2)c(=O)c2oc3ccccc3c21	-3%	0%	12%	?	4%	-4%	3%
COc1ccc(C2C=C(c3ccc(Cl)c(Cl)c3)Nc3ncnn32)cc1 (centres undefined)	-10%	0%	.	-1%	3%	.	13%
CN(Cc1ccccc1)C(=O)C1CCN(S(=O)(=O)c2ccc3c(c2)oc(=O)n3C)CC1	0%	-2%	1%	5%	-6%	-16%	-7%
O=C(COc1ccc(Cl)cc1)Nc1ccc(-c2nc3ccccc3s2)c(O)c1	-3%	0%	8%	0%	6%	-2%	24%
CCOc1ccc(-c2nc3c(c(SCC(=O)Nc4ccccc4C)n2)Cc2ccccc2O3)cc1	-4%	1%	-6%	1%	-2%	5%	14%
CCC(=O)N1CCc2cc(Br)cc(S(=O)(=O)NCCc3ccc(C)cc3)c21	-3%	-1%	9%	0%	34%[activator]	-22%	-9%
CCOC(=O)c1ccccc1NC(=O)Cn1ncc2c([nH]c3ccccc32)c1=O	0%	-1%	-3%	-1%	-3%	-19%	-15%
COc1ccc(OC)c(NC(=O)CSc2n[nH]c(-c3ccccc3Cl)n2)c1	-3%	0%	0%	3%	2%	7.9µM*	-8%
CC(=O)N1CCCC1c1nc2ccccc2n1Cc1ccccc1F (centres undefined)	1%	-2%	17%	3%	13%	-5%	-8%
CCOc1ccc(NS(=O)(=O)c2ccc3[nH]cc(C(=O)N(C)Cc4ccccc4)c(=O)c3c2)cc1	-7%	8%	4%	-2%	13%	-8%	4%
Cc1ccc(-n2c(SCC(=O)c3ccccc3)nc3c([nH]c4ccccc43)c2=O)cc1	0%	-1%	5%	2%	?	11%	-6%
Cc1ccc(S(=O)(=O)c2nc(-c3ccccc3F)oc2N2CCCCC2)cc1	4%	0%	5%	0%	22%	-22%	31%[activator]
CCCCN(c1ccccc1)c1ncnc2c1cnn2-c1cccc(C)c1	-2%	-1%	2%	2%	-10%	6%	-10%
COc1ccc(CCNC(=O)CCn2c(=O)c3ccccc3n(CC(=O)Nc3cc(Cl)ccc3C)c2=O)cc1OC	0%	0%	?	-6%	0%	-8%	-9%
Cc1cccc(N2CCN(CCCNc3ncnc4onc(-c5ccc(Cl)cc5)c34)CC2C)c1 (centres undefined)	-6%	-1%	1%	-3%	-3%	-3%	-5%
CCc1ccc(NC(=O)c2cc3sc(Cl)cc3n2C)cc1	-5%	-2%	-8%	0%	-19%	2%	?
CCCC12CN3CC(C)(CN(C1)C3c1ccccc1Cl)C2=O (centres undefined)	-5%	1%	.	3%	-6%	.	-3%
O=C1C(Nc2ccccc2)=CC(c2ccc(Br)cc2)N1c1ccccc1 (centres undefined)	-2%	-2%	?	?	9%	-17%	-9%
COc1ccc(NC(=O)CSc2nnc(-c3ccc(OC)cc3)s2)cc1	1%	0%	13%	1%	-18%	5%	-9%
CCOc1ccc(-n2c(SCC(=O)NCc3ccco3)nc3c([nH]c4ccccc43)c2=O)cc1	2%	-1%	13%	1%	-2%	-4%	7%
CCc1ccc(OCC(=O)Nc2ccc(S(=O)(=O)Nc3onc(C)c3C)cc2)cc1	-19%	1%	7%	-4%	-3%	-16%	-11%
O=C(O)CCCn1cc(NC(=O)COc2ccccc2F)cn1	0%	1%	3%	-1%	-7%	3%	-9%
CCc1ccc(NC(=O)Cn2cnc3sc(C)c(S(=O)(=O)N4CCN(c5ccccc5OC)CC4)c3c2=O)cc1	-1%	0%	8%	7%	7%	-34%	-5%
COc1cccc(NC(=O)CC2C(=O)OCCN2Cc2ccccc2)c1 (centres undefined)	2%	0%	?	8%	.	-33%	.
Cc1ccc(OCC(=O)Nc2ccc(Cl)c(-c3nc4ccccc4[nH]3)c2)cc1C	0%	-4%	16%	2%	12%	-21%	3%
CCN1CCN(c2nnc(-n3cccc3C(=O)NCc3ccccc3OC)s2)CC1	0%	3%	2%	2%	-2%	-1%	9%
CC1CCN(S(=O)(=O)c2ccc3c(ccn3CCC(=O)NCc3ccc(N(C)C)cc3)c2)CC1	1%	0%	?	-3%	1%	-26%	14%
COc1ccc(-c2csc3nc(-c4ccccc4)oc(=O)c23)cc1OC	3%	1%	14%	3%	?	2%	?
COC(=O)c1c(SCC(=O)Nc2cc(OC)cc(OC)c2)[nH]c2ccc(C)cc2c1=O	1%	3%	9%	-2%	?	?	3.2µM*
O=C(NCc1ccccc1F)c1cccc(NC(=O)N2CCSc3ncccc32)c1	-7%	0%	4%	0%	1%	0%	-2%
Cc1ccc(NC(=O)C(=O)NCC(c2ccc3c(c2)OCO3)N2CCN(C)CC2)cc1C (centres undefined)	0%	-1%	?	1%	0%	1%	22%
COc1ccc(NC(=O)c2ccco2)cc1NC(=O)COc1ccccc1Cl	2%	-1%	3%	1%	-10%	8%	-20%
COc1ccc(Cl)cc1NC(=O)Cn1nc(C(F)(F)F)c2c1CCCC2	-9%	-2%	7%	0%	-3%	-10%	-18%
O=C(CSc1ncc2c(n1)-c1cc(Cl)ccc1N(Cc1ccccc1)S2(=O)=O)NCCc1ccccc1	2%	-1%	-5%	-2%	-6%	-6%	-10%
CN1CCN(C(CNC(=O)C(=O)Nc2cccc(Cl)c2)c2ccc3c(c2)OCO3)CC1 (centres undefined)	0%	0%	-20%	-5%	12%	-1%	32%[activator]
Cc1ccc(C)c(N2CCN(S(=O)(=O)c3ccc4[nH]c5c(c4c3)CCCC5)CC2)c1	-1%	1%	?	-5%	9%	-30%	-6%
CCc1ccc(S(=O)(=O)c2nnn3c2nc(Nc2cc(OC)cc(OC)c2)c2cc(Cl)ccc23)cc1	-1%	0%	13%	0%	-11%	2%	20%
O=C(c1ccco1)n1nc(-c2ccc(Cl)cc2)nc1NCc1ccc(F)cc1	-3%	1%	8%	4%	7%	-14%	-24%

Nine entries from above, with bars between the fields:
Compound | PTAP-TSG101 blk | B2AR arrestin ag | NTMT1 inh | GALK inhibitor | p53null 32C kill | FH mod | p53null 39C tox
CC1CCN(S(=O)(=O)c2ccc3c(ccn3CCC(=O)NCc3ccc(N(C)C)cc3)c2)CC1 | 1% | 0% | ? | -3% | 1% | -26% | 14%
COc1ccc(-c2csc3nc(-c4ccccc4)oc(=O)c23)cc1OC | 3% | 1% | 14% | 3% | ? | 2% | ?
COC(=O)c1c(SCC(=O)Nc2cc(OC)cc(OC)c2)[nH]c2ccc(C)cc2c1=O | 1% | 3% | 9% | -2% | ? | ? | 3.2µM*
O=C(NCc1ccccc1F)c1cccc(NC(=O)N2CCSc3ncccc32)c1 | -7% | 0% | 4% | 0% | 1% | 0% | -2%
Cc1ccc(NC(=O)C(=O)NCC(c2ccc3c(c2)OCO3)N2CCN(C)CC2)cc1C (centres undefined) | 0% | -1% | ? | 1% | 0% | 1% | 22%
COc1ccc(NC(=O)c2ccco2)cc1NC(=O)COc1ccccc1Cl | 2% | -1% | 3% | 1% | -10% | 8% | -20%
COc1ccc(Cl)cc1NC(=O)Cn1nc(C(F)(F)F)c2c1CCCC2 | -9% | -2% | 7% | 0% | -3% | -10% | -18%
O=C(CSc1ncc2c(n1)-c1cc(Cl)ccc1N(Cc1ccccc1)S2(=O)=O)NCCc1ccccc1 | 2% | -1% | -5% | -2% | -6% | -6% | -10%
CN1CCN(C(CNC(=O)C(=O)Nc2cccc(Cl)c2)c2ccc3c(c2)OCO3)CC1 (centres undefined) | 0% | 0% | -20% | -5% | 12% | -1% | 32%[activator]

Carrying on.
SMILES	PTAP-TSG101 blk	B2AR arrestin ag	NTMT1 inh	GALK inhibitor	p53null 32C kill	FH mod	p53null 39C tox
O=C(Nc1nc2n(n1)C(c1ccccc1)C=C(c1ccccc1)N2)c1ccccc1 (centres undefined)	0%	1%	13%	-1%	-22%	-12%	1%
CC(=O)N(Cc1cccnc1)c1nc2c(F)cc(F)cc2s1	-4%	-4%	2%	-6%	-1%	2%	6%
CC(=O)Nc1ccc(S(=O)(=O)N2CCC(N3CCN(Cc4ccc(C)cc4)C(=O)C3=O)CC2)cc1	-3%	-1%	.	0%	3%	.	8%
CCn1cc(S(=O)(=O)c2cc(C)cc(C)c2)c(=O)c2cc(F)c(N3CCCCC3)cc21	0%	0%	3%	2%	-5%	-14%	-8%
Cc1ccc(N2CC(c3nnc(NC(=O)c4ccco4)s3)CC2=O)cc1C (centres undefined)	-8%	-4%	-2%	1%	-8%	3%	-18%
CCCCN1C(C(=O)c2ccccc2)=C(OC(=O)CC)c2ccccc2S1(=O)=O	-1%	?	3%	5%	13µM*	-13%	?
CCOC(=O)c1ccc(Nc2cc(-c3ccccc3)nc(C)n2)cc1	0%	-4%	6%	2%	0%	5%	-12%
COc1ccc(-n2nc(C(=O)Nc3cc(C)c(Cl)cc3OC)c3c4ccccc4n(C)c3c2=O)cc1	1%	-1%	3%	0%	4%	10%	19%
Cc1cccc(NC(=O)C(Cc2ccccc2)n2cccc2)c1C (centres undefined)	-1%	0%	3%	6%	-11%	-2%	-8%
Cc1ccc(NC(=O)CCCn2nc(C)c3c(C)n(-c4ccccc4)nc3c2=O)c(Cl)c1	2%	-1%	?	-1%	-3%	-3%	15%
Cc1ccccc1CSc1ncc(Cl)c(C(=O)Nc2nc3ccc(F)cc3s2)n1	2%	-1%	14%	?	-1%	3%	-8%

Some of these compounds in order of count of non-hydrogen atoms, falling:
SMILES	PTAP-TSG101 blk	B2AR arrestin ag	NTMT1 inh	GALK inhibitor	p53null 32C kill	FH mod	p53null 39C tox
CC(=O)Nc1ccc(S(=O)(=O)N2CCC(N3CCN(Cc4ccc(C)cc4)C(=O)C3=O)CC2)cc1	-3%	-1%	.	0%	3%	.	8%
CCCCN1C(C(=O)c2ccccc2)=C(OC(=O)CC)c2ccccc2S1(=O)=O	-1%	?	3%	5%	13µM*	-13%	?
CCOC(=O)c1ccc(Nc2cc(-c3ccccc3)nc(C)n2)cc1	0%	-4%	6%	2%	0%	5%	-12%

Bioassay records (PubChem)
